PDI turbidity – inhibitors of human PDI, primary screen, biochemical, turbidity, single point, plate reader | PDI insulin aggregation turbidity, A650, 90 min | inhibition, % at 10 µM | 0.052% of 350,000 active | AID 588391, 2011;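 active = mean inhibition across replicates of 30% or more, whatever share of single replicates reach that level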;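 also: absorbance from insulin aggregation driven by PDI reduction with DTT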
Target sequence (P07237 whole entry, looked up): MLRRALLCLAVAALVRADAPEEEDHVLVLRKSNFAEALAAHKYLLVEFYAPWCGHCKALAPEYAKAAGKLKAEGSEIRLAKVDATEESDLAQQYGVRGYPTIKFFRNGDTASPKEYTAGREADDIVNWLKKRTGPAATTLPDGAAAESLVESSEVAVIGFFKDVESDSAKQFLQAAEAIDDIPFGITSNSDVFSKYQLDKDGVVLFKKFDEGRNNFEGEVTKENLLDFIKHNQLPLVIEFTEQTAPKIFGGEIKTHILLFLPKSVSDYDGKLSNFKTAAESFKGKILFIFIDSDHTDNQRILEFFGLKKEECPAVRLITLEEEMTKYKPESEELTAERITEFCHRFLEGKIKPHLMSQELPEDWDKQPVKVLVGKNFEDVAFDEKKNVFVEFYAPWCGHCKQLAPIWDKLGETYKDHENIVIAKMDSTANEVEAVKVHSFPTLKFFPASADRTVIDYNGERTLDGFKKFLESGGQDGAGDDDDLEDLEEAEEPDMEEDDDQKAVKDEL
NR2E3 ag-1 – inhibitors of NR2E3-RetCOR corepressor binding, primary screen, NR2E3 agonist project, biochemical, TR-FRET, GST-NR2E3, biotin-RetCOR. 1536-well. Photoreceptor-specific nuclear receptor (Homo sapiens), Q9Y5X4. inhibition of corepressor binding, % at 4.78 µM. 0.12% of 320,000 active. AID 2300, 2010;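 active = percent inhibition above the cutoff of mean plus 3 SD of all tested compounds, set per screening campaign, cut at about 20% in these data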;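 also: 0% = DMSO wells and 100% = biotin wells as full block of FRET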
Target sequence (Q9Y5X4 whole entry, looked up): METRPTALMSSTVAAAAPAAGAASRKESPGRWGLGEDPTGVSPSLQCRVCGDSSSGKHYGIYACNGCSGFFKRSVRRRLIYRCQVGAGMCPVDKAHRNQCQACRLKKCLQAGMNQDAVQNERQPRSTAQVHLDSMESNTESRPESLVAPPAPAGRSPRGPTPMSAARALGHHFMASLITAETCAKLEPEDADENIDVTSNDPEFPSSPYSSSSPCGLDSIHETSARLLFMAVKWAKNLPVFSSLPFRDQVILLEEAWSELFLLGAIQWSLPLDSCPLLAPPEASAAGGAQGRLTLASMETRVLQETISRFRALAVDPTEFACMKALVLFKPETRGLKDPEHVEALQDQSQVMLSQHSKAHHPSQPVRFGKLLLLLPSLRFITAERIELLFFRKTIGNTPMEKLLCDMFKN
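System: GST-tagged NR2E3 plus biotinylated RetCOR corepressor; Amount: 1.35 nM GST-tagged NR2E3 final; Dosing: single nominal compound dose of 4.8 µM; Schedule: 5 h incubation at 4 °C; Technique: TR-FRET with europium anti-GST and streptavidin-D2, 340 nm excitation; Controls: biotin wells as high control, 0.6% DMSO wells as low control.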
CaV13 FRET inh – Disruptors of the CACNA1D IQ motif to Ca2+-dependent inactivation inhibitor domain association, primary screening, Förster resonance energy transfer in intact living …; HEK cells, CFP/YFP FRET ICDI-IQ, plate reader, 10 min; percent FRET-ratio fall versus neutral wells; inhibition, % at 12.3 µM; 0.098% of 340,000 active;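 active = mean replicate inhibition of at least 30% and at least 1% of replicates passing that level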;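 also: 0% = median of the neutral control wells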
H9c2 protect – cardioprotection against H2O2-induced cell death, primary screen, uHTS, H9c2 cells, ATPLite luminescence; 0.63% of 360,000 active; AID 588492, 2011; H9c2 cardiomyocytes, H2O2 injury protection, 2 h; protection from H2O2 cell death, % at 20 µM;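 active = compounds giving at least 50% protection of heart cells from peroxide-induced death in the single-dose screen, raw or plate-pattern-corrected value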;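 also: 0% = DMSO wells with peroxide and 100% = DMSO wells without peroxide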
TRPM1 prom inh – inhibitors of MITF-dependent TRPM1 promoter reporter, primary screen, cell-based, SK-MEL-5, single point, luciferase; SK-MEL-5 TRPM1 promoter luciferase, 24 h; inhibition, % at 12.5 µM; 0.83% of 330,000 active; AID 488899, 2010;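 active = mean inhibition across replicates of 60% or more, whatever share of single replicates reaches that level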; also: values of inactives mirror those of a sister screen read the other way
NR2E3 ag-2 – NR2E3 agonists in two-hybrid cells, primary screen, cell-based, luminescence, CHO-S, Gal4-NCOR/VP16-NR2E3; Photoreceptor-specific nuclear receptor (Homo sapiens), Q9Y5X4; luciferase; inhibition of corepressor binding, % at 3.98 µM; 0.35% of 360,000 active; AID 602229, 2012;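 active = inhibition above the mean of all tested compounds plus 3 SD, cut at about 70% in these data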;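 also: 0% = DMSO with NR2E3 transfected cells and 100% = cells lacking NR2E3 construct; higher means lower luciferase signal from less NR2E3 corepressor binding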
iPSC survival up – enhancers of single-cell hiPSC survival, primary screen, ATPlite luminescence; AID 602274, 2012; 100% = ROCK inhibitor wells, 0% = DMSO; 0.044% of 360,000 active; survival enhancement, % at 20 µM; in the data active = survival enhancement above about 18%;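 also: cells exposed to compounds for 16 hours before the ATP read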
Shn3 inh set2 – reduction of Shn3 3'UTR firefly luciferase signal, primary screen, Schnurri-3 inhibitor project, cell-based, Clone20 osteoblasts, set 2. AID 588674, 2011. 0.52% of 360,000 active. inhibition, % at 12.5 µM. Clone20 osteoblast Shn3 3'UTR firefly luciferase, 24 h;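 active = mean inhibition of at least 75% with every replicate also reaching 75%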;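 also: 0% = median of neutral control wells and 100% = pilot-screen positive control compound; some compounds past the cut are filed as inactive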
Peg3 promoter – Peg3 promoter-driven luciferase inhibitors, primary screen, cell-based, HeLa, luciferase luminescence. HeLa PEG-Prom luciferase reporter, overnight. inhibition, % at 20 µM. 1.7% of 360,000 active. AID 588405, 2011;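 active = inhibition of at least 50% at 20 µM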
m5-HT2A agonist – mouse Htr2a agonists via beta-arrestin recruitment, primary screen, cell-based, luminescence; activation, % at 7.6 µM; 0.66% of 360,000 active; CHO-K1 mHTR2A beta-arrestin complementation; percent of 30 µM serotonin response;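 active = activation above a run cutoff, the mean activation of all tested compounds plus 3 SD, cut at about 14% in these data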;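 also: 0% = plate median of compound wells and 100% = 30 µM serotonin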
HIF-2a block – HIF-2a reporter inhibitors, primary screen, luminescence, 786-0 RCC cells; AID 624352, 2012; 0.72% of 360,000 active; 786-0 RCC cells HIF-2a reporter, luciferase luminescence, overnight; inhibition, % at 18.8 µM;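 active = inhibition of the luminescence signal of 40% or more relative to plate controls, in a single-dose primary screen at 18.75 µM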
* marks the source's active call; other numbers are inactive results; . = not tested or not shown. No enrichment for hits; about 3.9% have a hit in one of these screens.

Results follow in this order: PDI turbidity | NR2E3 ag-1 | CaV13 FRET inh | H9c2 protect | TRPM1 prom inh | NR2E3 ag-2 | iPSC survival up | Shn3 inh set2 | Peg3 promoter | m5-HT2A agonist | HIF-2a block
C1CCc2c(nc3nnnn3c2N2CCOCC2)C1
→ -3 | 1 | -5 | 0 | 5 | 3 | 0.0 | 1 | 1 | 5 | 19
Cc1ccc(C(=O)NC23CC4CC(CC(C4)C2)C3)c(Cl)c1
→ 4 | 1 | 10 | -6 | -23 | -52 | -0.6 | 3 | -75 | 1 | -129
CC1(C)CC(Cc2cccc(C(F)(F)F)c2)N(C(=O)OC(C)(C)C)C1 (stereo not given)
→ -5 | . | -6 | -5 | . | -29 | -1.0 | 9 | -14 | 2 | 14
Cc1c(Cl)cccc1NC(=O)COC(=O)c1ccc(CN2CCCC2=O)cc1
→ -4 | 5 | -2 | -6 | -10 | 14 | 4.7 | -7 | -34 | 0 | -34
Cc1cc(C)c(C)c(Oc2ncnc(N)c2[N+](=O)[O-])c1
→ -4 | 1 | -14 | 2 | -21 | -7 | 2.8 | -26 | 11 | 6 | 13
COc1ccc(/C=C(\NC(=O)c2ccc(C)cc2)C(=O)NCCCN2CCOCC2)cc1OC
→ -1 | 7 | -4 | 0 | 1 | 11 | -0.1 | 8 | 9 | 11 | 10
CCN(CC)CCN(C(=O)C1=COCCO1)c1nc2cc(C)cc(C)c2s1
→ 2 | 0 | -5 | 3 | -23 | -38 | 1.1 | -1 | -1 | -10 | 4
CCCNC(=O)C1(C)CCN(Cc2cc(C(F)(F)F)ccc2Cl)C1 (stereo not given)
→ -2 | . | -9 | -4 | . | -48 | -0.9 | -9 | 3 | -1 | 8
O=C(COc1ccc2ccccc2c1)N1CCN(c2ccccc2O)CC1
→ 7 | 5 | . | 11 | 16 | 16 | -2.2 | 6 | 11 | -1 | 10
CC(=O)N1CCN(CC(=O)Nc2cc(S(=O)(=O)N3CCOCC3)ccc2C)CC1
→ -1 | -2 | -2 | 3 | 0 | 11 | -0.3 | -28 | 6 | 7 | 19
COc1ccc(Nc2nc(-c3cccs3)nc3ccccc23)cc1
→ 7 | 0 | -6 | -4 | -5 | -38 | 3.1 | -9 | -5 | 8 | -88
O=c1c2ccccc2c(C=NCCCN2CCOCC2)c(O)n1Cc1ccc2c(c1)OCO2
→ 3 | 2 | . | 44 | -6 | 12 | 0.1 | 23 | 10 | 7 | 7
COc1ccc(CN2C(=O)C(C)Oc3ccccc32)cc1 (stereo not given)
→ -2 | 1 | -21 | -4 | -10 | -2 | -0.3 | 2 | 31 | -1 | 19
CCN(CC)C(=O)[C@H]1CC(CC(=O)NCc2ccc(OC)c(OC)c2)C(=O)N2CCc3c([nH]c4ccc(OC)cc34)[C@]12C (stereo not given in full)
→ 1 | . | -6 | 6 | -8 | -9 | -0.8 | -2 | -6 | -2 | 5
c1ccc(-n2ncc3c(N4CCC5(CC4)OCCO5)ncnc32)cc1
→ -10 | -3 | . | -8 | -81 | -37 | 2.7 | -108 | -258 | 4 | -237
COc1ccc(CNC(=O)Nc2nc(C(N)Cc3ccc(F)cc3)cs2)cc1 (stereo not given)
→ 11 | . | -14 | 8 | . | -2 | -4.6 | 68 | 96* | -7 | 9
O=C(N=Nc1c(O)[nH]c2ccc([N+](=O)[O-])cc12)c1cc(-c2ccccc2Cl)nc2ccccc12
→ 24 | 5 | -2 | -6 | 18 | 3 | -1.8 | 42 | 36 | 3 | -1
COc1ccc(NC(=O)c2cc(C)nn2-c2ccccc2)cc1
→ -5 | 0 | -4 | 0 | -53 | -51 | -0.4 | -3 | -73 | 2 | -133
CC(C)C(=O)Nc1c2c(nn1-c1ccc([N+](=O)[O-])cc1)CS(=O)(=O)C2
→ -7 | 1 | -4 | -1 | -4 | -41 | 0.5 | -8 | 0 | 9 | -83
CC(=O)c1ccc(NC(=O)COC(=O)c2c[nH]c3ccccc23)cc1
→ 0 | 3 | -5 | 2 | 10 | -14 | -0.3 | 12 | 4 | -2 | -3

New compounds follow
Results follow in this order: PDI turbidity | NR2E3 ag-1 | CaV13 FRET inh | H9c2 protect | TRPM1 prom inh | NR2E3 ag-2 | iPSC survival up | Shn3 inh set2 | Peg3 promoter | m5-HT2A agonist | HIF-2a block
O=C(CN1C(=O)c2ccccc2S1(=O)=O)Nc1cccnc1
→ 10 | 1 | -6 | 3 | -4 | -27 | -4.5 | -7 | -5 | 1 | 12
O=C1CC(c2ccc3ccccc3c2)NN1 (stereo not given)
→ 12 | 4 | -4 | 0 | 2 | -6 | 1.2 | 9 | 3 | -3 | 0
COc1ccccc1NC(=O)c1ccc(NC(=O)CNC(=O)c2ccc(OC)c(OC)c2)cc1
→ 8 | -1 | -5 | -2 | -2 | -5 | -0.6 | 7 | 12 | 10 | 0
CC(C)CC(=O)NC(=S)NNC(=O)c1cccc([N+](=O)[O-])c1
→ -12 | 3 | 0 | 16 | -5 | -1 | -2.5 | 33 | 9 | 2 | 11
Fc1cccc(CN2CCN(C(=S)NCCc3ccccc3)CC2)c1
→ -1 | -3 | -7 | -7 | 0 | -18 | 0.3 | 13 | -18 | 1 | -84
O=C(CSc1nnc(-c2cccnc2)o1)Nc1ccc(F)cc1
→ 1 | . | -15 | 3 | . | -25 | -1.4 | -7 | -50 | 4 | -61
Cc1nn(Cc2ccccc2)c(Cl)c1/C=N/NC(=O)c1cccnc1
→ 7 | -1 | -4 | 2 | 9 | 23 | -1.0 | -11 | 16 | -2 | -4
Cc1onc(NC(=O)NC(=O)c2ccccc2F)c1Br
→ -5 | 2 | -3 | 1 | -14 | -28 | -0.5 | -46 | -87 | -7 | -107
CCOCCCn1c(=S)[nH]c2ncccc2c1=O
→ 0 | 2 | -5 | 7 | -22 | -12 | 0.9 | -5 | -4 | -3 | 0
O=S(=O)(c1cccc(F)c1)N1CCN(c2nc(-c3cccnc3)nc3ccccc23)CC1
→ -12 | . | -5 | 59* | 13 | -13 | 0.0 | 15 | 53* | 1 | -37
O=C(c1cnsn1)N1CCCC(Nc2ccc(F)c(F)c2)C1 (stereo not given)
→ -1 | 1 | -6 | -3 | 0 | 4 | 0.6 | -6 | -10 | -4 | -6
CC1=CC=CC2=N/C(=N\S(=O)(=O)c3ccc(F)cc3F)c3ccccc3CN12
→ -3 | 5 | -4 | -6 | -2 | -18 | 1.8 | 0 | -14 | 1 | 11
CN(C)C(=O)Cn1c(=O)n(C)c2ccccc21
→ -3 | -6 | -4 | 0 | -2 | -3 | -2.0 | 8 | 1 | 0 | 12
Cc1cnc(C(=O)NCC(c2ccccc2)c2ccccc2)cn1
→ -1 | -1 | -4 | -8 | 5 | 19 | 0.0 | 7 | 11 | -7 | 15
O=C(NCCN1CCCC1)c1ccc2c(c1)N(Cc1cccc(Cl)c1)C(=O)c1ccccc1S2(=O)=O
→ 7 | -3 | -2 | -1 | -8 | 14 | 0.3 | -7 | 17 | -2 | 8
CC1N(C)c2cccc3cccc(c23)N1C
→ 7 | -10 | -3 | -4 | 10 | -4 | 1.2 | 3 | -57 | 1 | -1
Cc1cc(=O)c(C(=O)O)nn1-c1ccccc1C(F)(F)F
→ 2 | 2 | -7 | 1 | -9 | -15 | 0.8 | -11 | 7 | 0 | 7
CCOc1ccc(CCN2C(=S)N([C@@H](CC(C)C)CN3CCC[C@@H]3CN3C(=S)NC[C@@H]3Cc3ccc(O)cc3)C[C@@H]2CC(C)C)cc1
→ . | . | -4 | -9 | . | 15 | -1.6 | 12 | 14 | 0 | -17
CC(=O)Oc1ccc([N+](=O)[O-])cc1N1C(=O)c2ccccc2C1=O
→ 0 | -4 | -16 | -4 | 7 | 12 | -0.3 | 11 | 13 | -3 | 11
O=C(O)c1c2c(nc3ccccc13)CCCCC2
→ -2 | -2 | -8 | 0 | -6 | 0 | 0.3 | 2 | 5 | 0 | 7

New compounds follow:
Results follow in this order: PDI turbidity | NR2E3 ag-1 | CaV13 FRET inh | H9c2 protect | TRPM1 prom inh | NR2E3 ag-2 | iPSC survival up | Shn3 inh set2 | Peg3 promoter | m5-HT2A agonist | HIF-2a block
COc1ccc2nc(N(CCN(C)C)C(=O)c3ccc(C(=O)c4ccccc4)cc3)sc2c1
→ -8 | 0 | . | 20 | -5 | -153 | -0.4 | 5 | -27 | -3 | -18
COC(=O)c1cc(=O)nc2sc3ccccc3n12
→ 0 | -2 | -3 | 9 | 4 | 5 | 0.9 | 4 | 14 | 4 | 10
COC(=O)C1(CCSC)NC(c2ccco2)C2C(=O)N(C)C(=O)C21 (stereo not given)
→ -6 | 0 | 0 | 5 | -20 | 10 | 5.2 | 5 | 2 | 2 | 9
COc1cccc(Sc2cc(N3CCOCC3)nc(-c3ccccc3)n2)c1
→ -13 | 1 | . | -13 | -9 | 9 | 2.5 | 0 | -20 | 4 | -2
Cc1ccc(N2C(=O)CC(Cc3cc(C)cc(C)c3)C2=O)cc1 (stereo not given)
→ 1 | -3 | 0 | 3 | 7 | -12 | 0.1 | 15 | 15 | -2 | 11
C[C@@]12C(=O)Nc3cc(F)c(F)cc3C(=O)N1[C@H]1c3cc(Cl)ccc3OC[C@@H]1[C@@H]2c1ccccc1
→ -1 | . | . | -8 | 1 | 9 | 5.7 | 25 | 37 | 6 | -7
Cc1ccc(Nc2c(F)c(F)c(F)c(F)c2C(=O)O)cc1
→ 0 | 3 | 9 | 0 | -5 | 8 | -0.2 | 4 | 4 | 2 | 10
COC(=O)C1C2CC(=O)C(C2)C1C(=O)OC (stereo not given)
→ 2 | . | -5 | -1 | -19 | -31 | -0.3 | -3 | -11 | -1 | -3
CC1CC(NS(=O)(=O)c2cc3c4c(c2)CCN4C(=O)CC3)CC(C)(C)C1 (stereo not given)
→ 3 | 2 | -4 | -3 | -1 | 12 | -0.6 | 9 | 13 | 0 | 12
CCOc1ccc(C(=O)CCC(=O)Nc2ccccc2C)cc1
→ -5 | . | 8 | 7 | -6 | -6 | 0.5 | 5 | 2 | 7 | 6
O=C(CN1C(=O)NC2(CCCc3ccccc32)C1=O)NCc1ccc(Cl)cc1Cl (stereo not given)
→ 4 | 4 | -5 | 3 | 9 | 35 | -0.5 | 10 | 11 | 2 | -5
CC(C(=O)N(C)Cc1ccccc1)N1CCN(C/C=C/c2ccccc2)CC1 (stereo not given)
→ 0 | -1 | -7 | 4 | -6 | -13 | -0.3 | 2 | 17 | 2 | 16

Compound activity deposited in PubChem BioAssay by several laboratories.
